Screening results (PubChem BioAssay)
RPL19A-GFP yeast: modulators of TOR pathway RPL19A-GFP in S. cerevisiae | S. cerevisiae RPL19A-GFP strain, flow cytometry, 3 h; active compounds read low | percent response vs DMSO, % at 10 µM | 330,000 tested, 0.3% active;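 active = percent response vs DMSO below 50%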;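 also: median channel GFP fluorescence of the barcoded RPL19A-GFP strain; ratio of sample median GFP to plate DMSO average so 100% = DMSO; lower means less RPL19A-GFP as with rapamycin TOR inhibition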
proCasp3 act: activators of human procaspase-3; AID 463141; 330,000 tested, 0.11% active; P42574; activation, % at 8.5 µM; recombinant procaspase-3 D3A, Ac-DEVD-pNA absorbance 405 nm;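 active = activation above the mean of all tested compounds plus 3 SD, cut at about 21% in these data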;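 also: 0% = DMSO alone and 100% = DMSO wells spiked with extra 5 µM PC-3 D3A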
Target sequence (P42574 whole entry D9A/D28A/D175A): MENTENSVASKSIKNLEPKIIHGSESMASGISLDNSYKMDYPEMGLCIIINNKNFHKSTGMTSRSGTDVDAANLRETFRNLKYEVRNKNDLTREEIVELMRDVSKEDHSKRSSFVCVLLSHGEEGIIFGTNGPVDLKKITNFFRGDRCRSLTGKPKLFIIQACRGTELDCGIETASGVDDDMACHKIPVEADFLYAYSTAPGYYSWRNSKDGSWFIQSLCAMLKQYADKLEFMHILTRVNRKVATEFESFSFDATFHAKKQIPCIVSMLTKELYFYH
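Assay system: Autoprocessing-dead procaspase-3 D3A mutant enzyme; also added: Ac-DEVD-pNA; doses: one concentration, 8.5 µM nominal, 0.8% DMSO; times: 1 h compound preincubation, 2 h substrate hydrolysis at 25 °C; technique: 405 nm absorbance of p-nitroaniline, reads at 0 and 120 min; measure: % activation between DMSO and enzyme-spiked controls; repeats: single replicate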
MEP2-GFP yeast: yeast TOR pathway MEP2-GFP modulation. AID 2016. 330,000 tested, 0.51% active. S. cerevisiae MEP2-GFP strain, flow cytometry GFP, 3 h; 100% = DMSO control level. GFP response vs DMSO, % at 10 µM;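 active = GFP response versus DMSO above a set limit, roughly screen mean plus 3 SD, cut at about 180% in these data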;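 also: median GFP fluorescence of the barcode-gated MEP2-GFP cells per well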
proCasp7 act: counter-screen: procaspase-7 (human) activation. P55210. recombinant procaspase-7, Ac-DEVD-pNA absorbance 405 nm; D23A/D198A/D206A triple mutant, cannot self-cleave; scale: DMSO 0, 5 µM enzyme 100. activation, % at 8.5 µM. 330,000 tested, 0.093% active. AID 463210;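 active = percent activation above the screen-wide mean plus 3 SD, cut at about 25% in these data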
Target sequence (P55210 whole entry D23A/D198A/D206A): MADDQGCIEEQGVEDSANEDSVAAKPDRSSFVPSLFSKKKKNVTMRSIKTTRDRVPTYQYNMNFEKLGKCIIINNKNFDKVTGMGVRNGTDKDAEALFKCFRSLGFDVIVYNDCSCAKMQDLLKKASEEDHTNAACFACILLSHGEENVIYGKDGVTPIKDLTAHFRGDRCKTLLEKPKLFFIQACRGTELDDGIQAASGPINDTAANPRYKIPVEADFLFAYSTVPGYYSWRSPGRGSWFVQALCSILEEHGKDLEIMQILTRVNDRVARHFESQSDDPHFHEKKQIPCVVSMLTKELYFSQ
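Assay system – Uncleavable procaspase-7 mutant enzyme · Quantity – 2 µM procaspase-7 mutant as dispensed · Times – 1 h preincubation, 2 h reaction · Dosing – single nominal 8.5 µM compound dose, 0.8% DMSO final · Buffer or medium – Zinc-free 50 mM HEPES buffer, pH 7.4, with NaCl and Triton X-100 · Detection – Epi-absorbance of released pNA at 405 nm, two timepoints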
JMJD2C inh: human JMJD2C demethylase inhibition | Q9H3R0 | GST-JMJD2C(1-420) H3K9me3 demethylation, DELFIA europium | inhibition, % at 2.35 µM | 330,000 tested, 0.069% active | AID 2099;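 active = more than half of a compound's replicate wells show inhibition beyond 50%, single wells judged on their own value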;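 also: signal counts dimethyl H3K9 product captured on neutravidin plate; 0% = median of DMSO wells and 100% = 0.3 times that DMSO median; strong numbers were not always called active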
Target sequence (Q9H3R0 1-420 limits assumed): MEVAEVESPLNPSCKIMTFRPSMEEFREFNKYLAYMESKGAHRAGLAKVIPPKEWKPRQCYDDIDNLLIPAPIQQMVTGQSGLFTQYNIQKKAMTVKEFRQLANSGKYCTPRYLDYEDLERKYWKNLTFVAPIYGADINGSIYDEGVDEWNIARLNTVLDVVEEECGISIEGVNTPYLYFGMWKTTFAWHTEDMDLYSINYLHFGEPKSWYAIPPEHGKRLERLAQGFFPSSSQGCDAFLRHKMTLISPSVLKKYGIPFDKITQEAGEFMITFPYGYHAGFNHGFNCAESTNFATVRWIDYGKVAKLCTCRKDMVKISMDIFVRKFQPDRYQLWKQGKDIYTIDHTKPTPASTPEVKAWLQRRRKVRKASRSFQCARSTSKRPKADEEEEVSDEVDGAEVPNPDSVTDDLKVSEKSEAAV
LAP4 TOR yeast: alters LAP4-GFP fluorescence in TOR pathway yeast screen; GFP response vs DMSO, % at 10 µM; S. cerevisiae LAP4-GFP multiplex, flow cytometry GFP, 3 h; median GFP as percent of DMSO wells; 320,000 tested, 0.34% active;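 active = GFP response vs DMSO above a set limit, about the screen mean plus 3 SD, cut at about 150% in these data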
CR mimetic SO: yeast age-related superoxide inhibition as caloric restriction mimetic | S. cerevisiae aged cells, superoxide DHE fluorescence; active compounds read low | superoxide response (% of plate mean), % at 10 µM | 330,000 tested, 0.18% active | AID 2690;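 active = superoxide response under a set limit, about three screen SD below normal, cut at about 65% in these data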;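 also: yeast aged for seven days with compound at 30 °C before DHE staining; 100% = average MFI of all compound-treated wells on the plate with controls excluded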
AHR activator: activates the human aryl hydrocarbon receptor; AHR-responsive luciferase reporter cells, luminescence; activation, % at 5 µM; 320,000 tested, 2.5% active; P35869; in the data active = activation above about 47%;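 also: 0% = vehicle wells and 100% = reference agonist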
* hit, by the source's call; / = no result given; [ ] = dose if it differs, or a comment.

Compound,RPL19A-GFP yeast,proCasp3 act,MEP2-GFP yeast,proCasp7 act,JMJD2C inh,LAP4 TOR yeast,CR mimetic SO,AHR activator
CCc1cc2c(=O)n(-c3ccccc3)c(SCC(=O)O)nc2s1,100.2,-1.9,105.7,-6.4,0.0,92.3,109.6,-3.8
O=C(N/N=C/c1ccc([N+](=O)[O-])o1)c1ccc(NS(=O)(=O)c2cccs2)cc1,92.6,-15.9,101.8,-27.7,9.2,98.3,128.0,10.0
Cc1ccc(C(=O)NC2CCN(CC(=O)Nc3cccc([N+](=O)[O-])c3)CC2)cc1,110.7,5.2,105.9,16.6,-2.2,103.0,105.0,0.5
C=CCn1c(SCC(C)=O)nnc1-c1ccc2ncccc2c1,100.1,-5.3,99.8,-17.4,-4.4,101.4,117.3,0.1
CC1CCN(C(=O)CSc2nc(C3CC3)nc3ccccc23)CC1,106.0,-0.1,105.5,-0.2,19.1,89.5,133.8,3.5
CCn1ccnc1CNC(=O)c1ccc2oc(CCCc3ccccc3)nc2c1,95.7,-6.5,92.7,8.3,8.6,97.1,98.1,-0.8
COc1cccc(C2=CC(=O)CCC2)c1,100.6,8.6,104.5,-0.1,5.6,97.0,103.0,-0.3
CC(OC(=O)c1ccccc1NCCO)C(=O)Nc1ccnn1C(C)C (stereo unspecified),93.0,2.0,93.3,-0.1,3.9,83.4,104.9,0.6

New compounds follow
Compound,RPL19A-GFP yeast,proCasp3 act,MEP2-GFP yeast,proCasp7 act,JMJD2C inh,LAP4 TOR yeast,CR mimetic SO,AHR activator
C[C@H]1CN(S(=O)(=O)c2ccc3c(c2)OCCO3)CCN1S(=O)(=O)c1c(F)cccc1F,96.1,5.3,98.7,5.1,/,104.6,120.6,-1.1
COC(=O)c1cc(NCc2ccccc2F)ccc1N1CCOCC1,/,-5.2,97.4,-4.0,0.1,98.4,102.6,1.4
Cc1cnc(C(=O)OCC(=O)N2CCN(S(=O)(=O)c3ccc(Cl)cc3)CC2)cn1,105.2,12.3,104.9,-6.0,8.3,109.3,122.7,3.0
C=C(C)CNC(=S)N/N=C/c1ccc(N2CCOCC2)cc1,104.7,7.0,100.3,7.8,2.4,93.1,92.6,29.8
Cc1cc(S(=O)(=O)N(Cc2cccs2)Cc2ccccc2F)ccc1-n1cnnn1,99.7,-2.4,103.1,2.6,-3.4,93.2,98.3,-1.4
CCOC(=O)/C(=N/Nc1ccccc1)N1CCCc2ccccc21,87.8,-2.1,102.8,-3.4,2.5,95.4,94.5,13.4
Cc1cc(C)cc(Oc2ccc(S(=O)(=O)N3CCN(C)CC3)cn2)c1,91.8,10.4,94.9,6.8,0.5,96.0,100.3,3.5
Cc1c(NC(=O)CSc2ncccn2)c(=O)n(-c2ccccc2)n1C,104.4,-0.6,103.1,-6.1,14.5,105.2,138.0,2.0

New compounds follow.
Compound,RPL19A-GFP yeast,proCasp3 act,MEP2-GFP yeast,proCasp7 act,JMJD2C inh,LAP4 TOR yeast,CR mimetic SO,AHR activator
CCCN1C(=O)/C(=C/c2nc3ccccc3c(=O)[nH]2)c2cc(C)ccc21,96.9,1.0,93.0,-3.2,21.4,96.3,99.4,21.0
Cn1nnnc1SCCNCc1ccccc1OCc1ccccc1,102.4,-5.9,100.6,4.4,-17.2,100.2,103.2,0.4
CCOP(=O)(OCC)C(NC(=O)NS(=O)(=O)c1ccc(C)cc1)c1ccccc1 (stereo unspecified),104.6,-6.8,104.0,1.5,-2.3,110.7,98.1,1.2
CCOc1ccccc1OCCCC(=O)Nc1cccc(-n2cnnn2)c1C,100.4,2.3,110.1,-7.1,1.7,100.8,125.3,2.9
Cc1cccc(Cc2nnc(NC(=O)c3cccc(S(=O)(=O)N4CCOCC4)c3)s2)c1,91.5,3.3,106.4,-0.1,3.6,94.3,113.1,-2.1
O=C(/C=C/c1ccc(S(=O)(=O)NCc2ccco2)cc1)N1CCN(c2ccccc2)CC1,99.7,-3.4,99.2,1.5,4.4,101.3,93.3,-1.0
Cc1cnc(NC(=O)c2ccc3c(c2)OCCO3)s1,98.9,-10.2,100.2,-2.0,/,108.0,118.0,-8.5
Nc1nonc1-n1nnc(C(=O)N/N=C/C2CCCCC2)c1-c1ccccc1,96.9,4.4,98.5,4.0,8.9,93.6,85.5,2.6

Next entries.
Compound,RPL19A-GFP yeast,proCasp3 act,MEP2-GFP yeast,proCasp7 act,JMJD2C inh,LAP4 TOR yeast,CR mimetic SO,AHR activator
Cc1cccc(N2CC(C(=O)OCC(=O)c3ccc(OC(=O)c4cccs4)cc3)CC2=O)c1C (stereo unspecified),100.0,3.9,95.6,5.5,3.4,96.3,105.5,-1.2
CCc1ccc(N2CC(C(=O)N/N=C/c3cccc([N+](=O)[O-])c3)CC2=O)cc1 (stereo unspecified),98.6,-6.9,97.3,-11.0,3.3,97.4,111.7,-0.1
CCOc1cccc(SCc2noc(C(=O)NC(C)C)c2C(=O)O)c1,102.0,0.2,88.0,-0.3,34.7,116.5,106.8,-1.2
COc1cccc(CC2(CO)CCN(Cc3cn(C)nc3C)CC2)c1,96.1,6.3,91.3,-1.2,-9.7,97.3,88.0,1.8
COc1ccccc1N(C)S(=O)(=O)c1ccc(C(=O)NCC2CCCCC2)cc1,95.9,2.7,100.6,8.9,/,97.3,99.0,1.9
O=C1NC(c2ccco2)Nc2ccccc21 (stereo unspecified),104.5,-2.1,99.9,-1.5,-8.0,102.4,102.4,1.6
CC(=O)c1cccc(NC(=O)Nc2ccccc2)c1,57.2[may fluoresce violet],4.9,581.7*[may fluoresce violet],8.9,7.1,79.3[may fluoresce violet],97.4,13.5
COCCNC(=O)c1c(N)n(-c2cccc(C)c2)c2nc3ccccc3nc12,97.1,0.7,107.4,4.5,6.2,106.2,111.8,10.1

New compounds follow.
Compound,RPL19A-GFP yeast,proCasp3 act,MEP2-GFP yeast,proCasp7 act,JMJD2C inh,LAP4 TOR yeast,CR mimetic SO,AHR activator
COc1cc(/C=N/NC(=O)C(=O)/C=C2\NC(C)(C)Cc3ccccc32)ccc1O,104.5,-2.2,104.8,-7.5,-7.1,82.8,110.6,-3.2
CCN(Cc1ccccc1)C(=O)Cn1c(C(C)O)nc2ccccc21 (stereo unspecified),101.2,1.4,104.4,3.2,-0.1,104.3,100.2,2.4
CCC1(C)Cc2c(c(=O)n(-c3ccccc3)c3ncnc(N)c23)CO1 (stereo unspecified),93.7,-1.4,105.5,16.8,-6.5,96.7,100.6,-2.3
CN(c1ccc(F)cc1)S(=O)(=O)c1ccc2[nH]cc(C(=O)O)c(=O)c2c1,97.6,5.3,107.0,0.9,-5.1,105.6,95.8,4.6
COc1ccc(/C=N/NC(=O)Cc2n[nH]c(=O)[nH]c2=O)cc1,101.6,-3.1,105.4,-0.2,9.0,95.1,96.3,1.5
COc1ccccc1N(C(=O)c1ccncc1)c1nc(-c2ccc([N+](=O)[O-])cc2)cs1,103.7,7.8,105.8,2.8,4.0,98.3,100.0,-6.5
CCN(C(=O)CSc1nc(-c2ccccc2)c(-c2ccccc2)[nH]1)C1CCS(=O)(=O)C1 (stereo unspecified),112.6,0.7,110.6,4.2,-3.9,111.6,109.2,3.1
C=CCn1c(SCC(=O)Nc2nc3ccccc3s2)nc(O)c(CC)c1=O,97.5,-14.2,101.5,14.5,9.4,115.5,111.3,4.5

(list continues)
Compound,RPL19A-GFP yeast,proCasp3 act,MEP2-GFP yeast,proCasp7 act,JMJD2C inh,LAP4 TOR yeast,CR mimetic SO,AHR activator
COc1ccc2c(c1)OC[C@H]1[C@H]2N2C(=O)c3ccc(C)cc3NC(=O)[C@@]2(C)[C@H]1c1ccccc1,92.0,4.5,86.2,-2.4,/,93.1,107.9,5.0
Nc1nc(=S)[nH]c2c1C1(CCCCC1)Cc1ccccc1-2,100.6,-4.7,104.0,-1.5,3.4,105.4,94.7,-0.8
O=C(NCc1ccco1)C1CC(c2ccccc2C(F)(F)F)=NO1 (stereo unspecified),101.2,-1.8,99.5,0.0,5.7,101.4,105.4,4.0
CCOC(=O)c1ccc(NCCc2ccc(OC)c(OC)c2)c(N)c1,101.4,-3.0,102.5,0.3,28.8,94.4,81.4,-0.6
CCOC(=O)N1CCN(C(=O)c2ccc3c(=O)n(Cc4ccc(OC)cc4)c(=S)[nH]c3c2)CC1,99.1,-4.8,95.9,-2.1,-9.8,91.5,88.7,2.1
O=C(Nc1cccc(NC(=O)c2cccs2)c1)c1ccc(Br)o1,97.0,5.7,115.4,7.8,-7.5,104.1,112.3,6.4
O=C(NCCN1CCOCC1)c1cc(Sc2ccc(F)cc2F)nc2ccccc12,96.2,-1.1,100.4,2.4,2.2,110.2,92.9,1.8
O=c1oc2ccccc2cc1-c1ccccc1,104.4,4.8,106.1,-1.8,4.2,96.8,88.8,-4.1

Remaining list, next part
Compound,RPL19A-GFP yeast,proCasp3 act,MEP2-GFP yeast,proCasp7 act,JMJD2C inh,LAP4 TOR yeast,CR mimetic SO,AHR activator
Cc1ccc(CN(C)C(=O)c2cc(COc3ccc(F)cc3Cl)on2)o1,104.9,0.6,119.3,2.1,14.8,112.8,104.7,-1.1
Cc1nnc(SCC(=O)N(C)C2CCCCC2)s1,96.4,0.2,94.2,5.1,-20.5,92.8,86.5,6.4
Cc1cc(=O)c(C(=O)Nc2ccc(N3CCOCC3)cc2N2CCOCC2)nn1-c1ccccc1Cl,101.8,4.7,97.6,-4.8,-6.8,101.4,104.0,-0.5
COc1cc(C=O)ccc1OCC(=O)Nc1ccc2c(c1)OCO2,102.4,4.1,106.2,5.3,-1.8,74.8,99.0,3.7
O=C(c1ccccc1F)c1cc2c(cc1[N+](=O)[O-])OCCO2,106.5,4.8,105.8,7.7,1.8,92.9,119.2,3.4
CCCCCNS(=O)(=O)c1cc(C)ccc1OC,102.1,8.2,102.0,2.5,27.3,88.8,84.2,-1.4
Cc1ccc(CNC(=O)/C(C#N)=C\c2ccc(N(C)C)cc2)cc1,94.2,21.8*,97.5,-54.3,-3.4,98.5,88.0,-0.5
O=C(NNS(=O)(=O)c1c(F)cc(F)c(Cl)c1F)C12CC3CC(CC(C3)C1)C2,114.3,-1.3,121.4,8.0,-0.8,115.6,101.0,-2.2
